ERG-DNA inh – ERG Ets/DNA interaction inhibition | fluorescence polarization, His-ERG Ets domain / labelled DNA | Potency, µM (titrated, usually from 76.9 µM), inactives show at the highest dose FP activity, negative = inhibition, most hits filed as inhibitors | 370,000 tested, 0.028% active | P11308; active = well fitted inhibition curve with a large enough effect in the polarisation, with a control signal flat; inconclusive = small, poorly fitted or top-dose-only effect, or effect the other way, or a change in a side signal; inactive = no such curve, though single readings can be large or run the other way; the % refers to the polarisation;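 also: polarization taken with two DNA probes labelled with fluorescein and Texas red; potency is read from the fitted curve at half-maximal effect; % of control where 0% means no effect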
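His-tagged ERG Ets domain (1 uM in the protein solution; 300mM KCl, 50mM Tris-HCl, 1mM EDTA, 1mM DTT, pH 7.5) received compound, then a probe mix of 5 nM fluorescein-DNA and 100nM Texas-615-DNA. Fluorescence polarization was read for both dyes.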
RGS4 inhibitor – human RGS4 inhibition | P49798 | Transcreener GDP fluorescence polarization, RGS4-accelerated GTP hydrolysis | Potency, µM (top dose mostly 114 µM), for the others: at the highest dose activity change, negative = inhibition, usual class: inhibitors | 390,000 tested, 0.039% active; also: potency is read from the fitted curve at half-maximal effect; % is scaled to controls: 0 for no effect and ±100 for the full control effect; nearly all actives have a fitted effect of over 75% in size; some results filed as inactive show a strong effect at the top dose
Target sequence (P49798 whole entry, looked up): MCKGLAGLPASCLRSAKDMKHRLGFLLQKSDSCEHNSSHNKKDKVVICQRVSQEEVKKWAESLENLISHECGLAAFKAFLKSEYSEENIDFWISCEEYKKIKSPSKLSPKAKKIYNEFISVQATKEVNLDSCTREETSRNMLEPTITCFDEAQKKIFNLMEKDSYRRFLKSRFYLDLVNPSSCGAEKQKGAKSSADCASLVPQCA
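MLSMR compounds (23 nl, pin-transferred) preincubated 10 min at room temperature with a 500nM (2x) first reagent, then RGS4 at 900nM (2x) plus Transcreener GDP mix added; fluorescence polarization (620/688 nm) read before and after 90 min at 30 °C.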
D2 agonist – activates the human D2 dopamine receptor. AID 485358. activation, % at 2 µM. 340,000 tested, 0.53% active. HEK293 T-REx D2 cells, calcium flux agonist mode;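 active = activation over 3 SD above normal in the single-dose calcium agonist read, cut at about 30% in these data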; also: 0% is about no effect
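Tetracycline-induced HEK293 T-REx cells with force-coupled D2 receptor, plated overnight at 30 C, loaded with no-wash calcium dye. After a 10 s baseline, compound was pin-added and calcium flux read kinetically for 180 s; calcium rises flagged agonists.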
D2 antag – antagonists of human D2 dopamine receptor. AID 485344. inhibition, % at 10 µM. HEK293 TREx D2 cells, calcium flux, dopamine EC80. P14416. 340,000 tested, 2% active; in the data active = inhibition above about 30%; also: 0% is about no effect
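Read-out: kinetic calcium fluorescence (1 cycle/s) in inducible HEK293 T-REx D2 cells after an EC80 dopamine addition that followed 180 s compound preincubation. Loss of the dopamine response indicates antagonism.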
Vif-APOBEC3F blk – blocks the Vif interaction with APOBEC3F. HeLa A3F-eYFP + Vif (tagged APOBEC3F with the HIV-1 protein that degrades it), YFP fluorescence increase. Potency, µM (titrated, usually from 46.1 µM), without a hit: top-dose activity, negative = active. 390,000 tested, 0.2% active. AID 602313; also: potency is read from the fitted curve at half-maximal effect; % of control where 0% means no effect; nearly all actives have a fitted effect of over 65% in size
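HeLa cells stably expressing A3F-eYFP plus Vif, plated and incubated overnight at 37 deg C, then exposed to compounds overnight at 37 deg C. Blocked degradation read as raised yellow fluorescence (Ex 488/Em 500-530).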
ALOX12 inh – ALOX12 (human) lipoxygenase inhibition; P18054; purified 12hLO, xylenol orange hydroperoxide absorbance; Potency, µM (top dose mostly 108 µM), inactives show at the highest dose activity change, negative = inhibition, most hits filed as inhibitors; 580,000 tested, 1.1% active; AID 1671190; also: potency is read from the fitted curve at half-maximal effect; % is scaled to controls: 0 for no effect and ±100 for the full control effect
Target sequence (P18054 whole entry, looked up): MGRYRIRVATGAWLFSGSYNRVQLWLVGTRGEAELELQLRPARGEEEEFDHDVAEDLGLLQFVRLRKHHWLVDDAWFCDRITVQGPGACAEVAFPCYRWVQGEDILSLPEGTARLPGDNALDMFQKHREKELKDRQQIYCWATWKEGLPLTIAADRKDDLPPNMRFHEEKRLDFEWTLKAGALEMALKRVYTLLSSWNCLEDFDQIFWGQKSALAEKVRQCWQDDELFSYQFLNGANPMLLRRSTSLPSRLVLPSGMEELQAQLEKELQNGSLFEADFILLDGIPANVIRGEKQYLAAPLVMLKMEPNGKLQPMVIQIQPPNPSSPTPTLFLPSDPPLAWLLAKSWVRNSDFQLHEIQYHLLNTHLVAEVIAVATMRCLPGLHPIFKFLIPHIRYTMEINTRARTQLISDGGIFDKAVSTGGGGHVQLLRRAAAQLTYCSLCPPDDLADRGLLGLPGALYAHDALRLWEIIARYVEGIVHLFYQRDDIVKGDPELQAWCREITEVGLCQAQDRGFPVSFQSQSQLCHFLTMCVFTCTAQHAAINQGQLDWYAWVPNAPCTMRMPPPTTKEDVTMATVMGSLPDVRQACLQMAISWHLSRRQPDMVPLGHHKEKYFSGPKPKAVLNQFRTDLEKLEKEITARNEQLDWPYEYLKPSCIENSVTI
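Hydroperoxide product was detected by ferrous iron/xylenol orange as the 573 to 405 nm absorbance ratio. Arachidonic acid at 40 uM (final) was turned over for 30 min at room temperature by 150 nM human 12hLO, pH 7.0 Hepes buffer, after 15 min compound preincubation.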
GRP78 ERSR act – induces the endoplasmic reticulum stress response in human glioma cells; U87-MG GRP78 promoter luciferase reporter, 16 h; Potency, µM, for inactives: at the top dose activation, usual class: activators; 420,000 tested, 0.02% active; AID 602332; also: potency is read from the fitted curve at half-maximal effect; series mostly up to about 76 µM; % of control where 0% means no effect; nearly all actives have a fitted effect of over 35% in size
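ERSR induction read as luciferase luminescence (Bright-Glo, 10 min at room temperature) in stably transfected human U87-MG glioma cells exposed to compounds for 16 h, using GRP78 as sensor.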
Vif-APOBEC3G blk – blocks the Vif interaction with human APOBEC3G; 410,000 tested, 0.076% active; AID 602310; Potency, µM (doses to about 46.1 µM), inactives show top-dose activity, negative = active, usual class: inhibitors; HeLa A3G-eYFP + Vif (tagged APOBEC3G with the HIV-1 protein that degrades it), YFP fluorescence, overnight;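 also: potency is read from the fitted curve at half-maximal effect; % is scaled to controls: 0 for no effect and ±100 for the full control effect; nearly all actives have a fitted effect of over 60% in size; hits raise eYFP signal because A3G escapes Vif-driven loss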
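Read-out is eYFP fluorescence (Ex 488/Em 500-530) from Vif-expressing HeLa A3G-eYFP cells; more signal means A3G escaped Vif-mediated degradation. Cells plated overnight, compound pinned in, incubated overnight at 37 deg C.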
LDHA block – blocks human lactate dehydrogenase A; P00338; 480,000 tested, 0.15% active; purified LDHA, NADH/diaphorase-resazurin fluorescence; stronger effect = lower value; activity change, % (values are at about 110 or 230 µM); in the data active = activity change below about -30%; inconclusive = mostly about -25% to -30%;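 also: plate controls were DMSO wells for no effect and wells without enzyme for full effect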
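LDH5 2 nM; NADH 0.06 mM, pyruvate 0.2 mM; 200 mM Tris pH 7.4, EDTA, Tween-20; 5 min RT. Detection: diaphorase 0.133 mg/mL + resazurin 37 µM, fluorescence ex540/em590 at 0 and 20 min; normalized to enzyme-free and DMSO wells.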
Active calls of the source: *; ? = inconclusive; / = not tested or not shown; & = joins results of further samples; [ ] = dose if it differs, or a comment. Unless noted, calls follow the shape of the dose curve; as a rule, active = well fitted curve in the direction sought with a large enough effect; inconclusive = small, poorly fitted or top-dose-only effect, or another doubt; inactive = no such curve, though single readings can be large; an effect the other way counts as inactive or inconclusive. Only part of the results is shown; the hit share may differ from the screen's.

SMILES	ERG-DNA inh	RGS4 inhibitor	D2 agonist	D2 antag	Vif-APOBEC3F blk	ALOX12 inh	GRP78 ERSR act	Vif-APOBEC3G blk	LDHA block
Cc1ccc(S(=O)(=O)Nc2ccc(NC(=O)c3ccc(F)cc3)cc2)cc1	-6%	14%[56.9 µM]	-0.6	-14	1%	0%	-4%	0%	-14
CCOC(=O)c1ccc(NC(=O)c2c(NCc3sccc3C)sc3c2CCCCC3)cc1	7%	?	/	/	-20%	11µM*	?	-19%	6
COc1cccc(N2CCN(C(=O)c3ccc(CS(=O)Cc4ccc(Cl)cc4)o3)CC2)c1 (configuration not stated)	-1%	-13%	-1.5	16	-5%	-17%	-3%	4%	1
O=C1CC(NS(=O)(=O)c2cccnc2)CN1c1cccc(F)c1 (configuration not stated)	-9%	10%	0.2	-8	3%	5%	-2%	0%	2
Cc1cccc(N2C(=O)C3C4C=CC(C5CC45)C3C2=O)n1 (configuration not stated)	1%	-17%	0.1	-12	-2%	89%[activator]	-6%	-4%	-7
COc1ccc(CNC(=O)CCCSc2ccccc2)cc1	-10%	-5%	-0.5	3	-1%	-4%	-3%	0%	-3
CCOc1ccc(-n2nc3ccc(NC(=O)c4ccc5c(c4)OCCO5)cc3n2)cc1	/	-8%	0.5	-9	-6%	?	-1%	-16%	-3
CC1Cc2nc(SCC(=O)N3CCc4ccccc43)n(C)c(=O)c2S1 (configuration not stated)	-13%	23%	1.6	7	0%	-13%	-4%	0%	0
O=C(COC(=O)[C@@H]1CC(O)CN1S(=O)(=O)c1ccc(Cl)cc1)NC(=O)NCc1ccccc1 (some centres not stated)	-9%	6%	0.2	6	4%	-11%	-5%	1%	-6
Cc1cccc(-n2ncc3c(Nc4ccc(C)c(Cl)c4)ncnc32)c1	0%	-17%	0.5	/	-26%	?	0%	-4%	2
CSc1ccc(NC(=O)C2(C)CCN2C(=O)C2(c3ccccc3)CC2)cc1 (configuration not stated)	/	/	/	/	/	5%	-3%	0%	0
COc1ccc(Cc2c(-c3cccc(Br)c3)nc3c(C)cc(Br)cn23)c(C)c1	/	/	/	/	/	?	0%	-6%	3
Cc1ccc(C)c(S(=O)(=O)Nc2ccccc2C(=O)Nc2cc(C)on2)c1	5%	20%	/	/	-14%	5%	4%	-1%	1
CCn1c2ccccc2c2cc(NC(=O)COc3cccc(C)c3)ccc21	1%	12%	-0.9	/	1%	-15%	-2%	-6%	4
COc1ccc(C(=O)NCC2(N3CCCCC3)CCCCC2)cc1S(=O)(=O)N(C)C	-5%	3%	-0.5	3	2%	0%	-5%	4%	1
N#CC1(C#N)COC23CCCCC2C1(C#N)C(=N)O3 (configuration not stated)	?	-38%	-0.3	2	4%	-30%	-4%	-4%	29
COc1cccc(C(CNC(=O)c2ccc(Cl)c(S(=O)(=O)N3CCCC3)c2)N(C)C)c1 (configuration not stated)	0%	-14%	/	/	-13%	180%[activator]	-2%	5%	1
O=C(NC1CCCCC1)c1ccc(Br)o1	-3%	-11%	-0.2	6	-2%	-11%	-3%	1%	-9
C[C@H]1Cn2cnc(C(=O)Nc3cccc(Cl)c3)c2C(=O)N1	/	/	/	/	7%	1%	10%	3%	-2
CCOC(=O)CN(C(=O)Cn1nnc2ccccc21)C(C(=O)NCCOC)c1ccccc1C (configuration not stated)	1%	-21%	-0.4	-5	-26%	6%	-6%	-1%	0
COc1ccc(NS(=O)(=O)c2ccc(C(=O)N3CCN(Cc4ccccc4)CC3)cc2)cc1	-6%	-16%	4.8	-23	1%	0%	-5%	-4%	-3
COC(=O)c1cccc(NC(=O)CN2C(=O)c3ccccc3C2=O)c1	2%	-21%	0.4	-13	1%	-27%	7%	-1%	-3
COc1ccc(S(=O)(=O)N2CCN(c3c(C)cccc3C)CC2)cc1OC	18%	2%	0.9	9	-8%	388%[activator]	-3%	0%	3
CCCn1c(SCC(=O)N2c3ccccc3Sc3ccccc32)nc2ccccc21	-5%	-12%	0.3	-8	0%	-13%	-3%	-1%	-7
O=C(CSc1nnc(-c2ccccc2Cl)o1)Oc1ccc(Br)cc1	4%	-38%	-1.6	15	-4%	6%	-11%	1%	-2
Cc1oc2cc(O)cc(C)c2c(=O)c1-c1cnn(-c2ccccc2)c1	4%	4%[11.4 µM]	0.4	8	10%	0%	-3%	0%	-6
COc1ccc(C)cc1Nc1nc(C)nc2sc(C)cc12	14%	-44%[56.9 µM]	-3.0	-10	-8%	10%	-5%	?	0
O=C(CSc1nnc(C2CC2)n1CC1CCCO1)Nc1ccc(Cl)cc1 (configuration not stated)	-2%	-12%	-0.4	-9	-15%	-33%	8%	-4%	-5
CCC(=O)NC(c1ccc([N+](=O)[O-])cc1)c1c(O)ccc2ccccc12 (configuration not stated)	-8%	-31%	1.0	-6	2%	-15%	-3%	-1%	11
Cc1cccc(NC(=S)N(CCN2CCOCC2)Cc2cc3cc4c(cc3[nH]c2=O)OCCO4)c1	12%	-26%	0.6	-11	1%	-4%	-2%	-6%	6
CCOc1ccc(C2N3CC4(C(C)C)CN2CC(C(C)C)(C3)C4=O)cc1OC (configuration not stated)	3%	-10%	2.5	/	0%	-5%	-3%	-2%	-20
CC(C)c1nnc(NC(=O)Cc2ccccc2[N+](=O)[O-])s1	-8%	14%	0.0	3	-11%	-2%	9%	-1%	-7
CCn1c(SCC(=O)Nc2ccc(OC)cc2)nc2c1c(=O)n(C)c(=O)n2C	16%	30%	0.5	-3	-11%	-16%	-3%	0%	-3
CCC(C)[C@H](NC(=O)N1CCn2c1nc1ccccc12)C(=O)NCCc1ccccc1 (some centres not stated)	5%	-3%	0.3	-5	0%	-17%	0%	-1%	0
O=[N+]([O-])c1ccc(/C=[N+](\[O-])[C@@H]2CCCC[C@@H]2/[N+]([O-])=C/c2ccc([N+](=O)[O-])o2)o1	0%	-12%	0.5	14	2%	?	18%	?	6
CCOc1ccc(NC(=O)CN(C)C(=O)c2ccncc2)cc1OCC	0%	-10%	0.1	-15	8%	10%	0%	0%	-3
O=C(CCSCc1ccc(Cl)cc1)NCc1ccc(F)cc1Cl	1%	12%	1.3	/	-2%	0%	-3%	8%	-13
CC1(C)Cc2c(C#N)c(SCc3nc4ccccc4[nH]3)nc(N3CCOCC3)c2CO1	3%	-4%	-1.4	-2	0%	-4%	-3%	-10%	-8
Cc1ccc(C)c(S(=O)(=O)Nc2ccc(O)cc2)c1	-6%	-3%[11.4 µM]	0.1	3	1%	1%	-3%	0%	-1
COc1ccc(/C=C/C(=O)NC(=S)NCc2ccccc2)cc1OC	-6%[15.4 µM]	-7%	2.7	15	-26%	0%	-3%	-5%	-7
CCOC(=O)CNC(c1ccccc1)c1cc(Br)ccc1NC(=O)OCC (configuration not stated)	2%	-53%	1.2	0	4%	16%	-13%	-1%	-1
O=C(NCCCN1CCOCC1)c1sc2cc([N+](=O)[O-])ccc2c1Cl	-7%	-120%	-0.5	-11	2%	/	-9%	-4%	13
Cn1ccc2ccc(C3=CC(=O)C[C@H](c4ccc(F)cc4)C3)cc21	5%	-18%	-0.5	-10	1%	3%	-3%	1%	-6
CC(C)Oc1ccc(CNCCC2(C(C)C)CCOC(C)(C)C2)cc1 (configuration not stated)	-8%	-41%	-0.1	0	2%	-6%	-3%	2%	-2
Cc1cccc(N/C=C/C(=O)c2cccs2)c1C	/	-36%	-0.6	4	3%	9%	-10%	-11%	-3

The final 2 compounds of the section before open the next one:
SMILES	ERG-DNA inh	RGS4 inhibitor	D2 agonist	D2 antag	Vif-APOBEC3F blk	ALOX12 inh	GRP78 ERSR act	Vif-APOBEC3G blk	LDHA block
CC(C)Oc1ccc(CNCCC2(C(C)C)CCOC(C)(C)C2)cc1 (configuration not stated)	-8%	-41%	-0.1	0	2%	-6%	-3%	2%	-2
Cc1cccc(N/C=C/C(=O)c2cccs2)c1C	/	-36%	-0.6	4	3%	9%	-10%	-11%	-3
O=C(NCc1ccc(Cl)cc1)C(=O)NCC1OCCN1S(=O)(=O)c1ccc2c(c1)OCCO2 (configuration not stated)	5%	-1%	-0.3	2	6%	16%	2%	1%	-1
CCC(C(=O)NCC1CCCO1)N(C(=O)CNS(=O)(=O)c1ccccc1)c1ccc(F)cc1 (configuration not stated)	17%	1%	1.0	11	1%	12%	-2%	-2%	-8
COc1ccc(-c2cc(C(=O)Oc3ccc([N+](=O)[O-])cc3)c3ccccc3n2)cc1	-5%	10%	-0.4	13	-8%	-3%	5%	-2%	-7
Cc1ccc(S(=O)(=O)N(C)c2ccc(C(=O)Nc3ccc(C)cn3)cc2)cc1	1%	-6%	0.5	-6	6%	-7%	1%	-1%	-2
CCOc1ccc(NC(=O)Nc2cccc(C)n2)cc1	7%&0%	-3%&20%	1.1&-1.3	17	11%&1%	4%&-6%	2%&2%	2%&2%	-7&-2
CS(=O)(=O)N1CCN(c2ccccc2NC(=O)CSc2ccc(Cl)cc2)CC1	9%	-22%	0.5	-8	1%	5%	-2%	4%	-2
CCC(Oc1ccccc1)C(=O)Nc1cc(C(F)(F)F)ccc1N1CCOCC1 (configuration not stated)	-5%	15%	1.0	16	6%	-10%	-5%	-7%	0
CCOC(=O)c1cnc(SC2CC(=O)N(c3ccc(OC)c(OC)c3)C2=O)nc1N (configuration not stated)	-5%	-5%	-0.6	3	-1%	-7%	-1%	-2%	-13

Screening data deposited in PubChem by National Center for Advancing Translational Sciences (NCATS).
